Source: PubChem (several laboratories)
LEDGF integ inh: blocks HIV-1 LEDGF/p75-dependent DNA integration | inhibition, % at 3.7 µM | TR-FRET IN-LEDGF/p75 DNA integration, Eu/Cy5 | 370,000 tested, 0.64% active;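 active = inhibition above the screen-wide mean plus 3 SD, cut at about 13% in these data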;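 note: signal is the Cy5 over europium emission ratio at 671 and 618 nm; 0% = plate median of compound wells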
TCR CD3 inh: blocks the human TCR-CD3 interaction; 360,000 tested, 0.37% active; inhibition, % at 9.4 µM; AID 651800; TAMRA-labeled TCR probe fluorescence, biochemical; in the data active = inhibition above about 19%;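 note: recombinant mutant TCR 2C K166C tagged with TAMRA read by polarization; 0% = receptor in buffer alone and 100% = receptor with positive control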
MBD2 inh: MBD2-methylated oligo binding inhibition; inhibition, % at 4.4 µM; AID 686964; 370,000 tested, 0.31% active; TR-FRET, MBD2 binding to methylated oligonucleotide; in the data active = inhibition above about 13%
ABHD4 inh: inhibits mouse alpha/beta hydrolase domain 4. purified mABHD4, FP-Rh probe fluorescence polarization. inhibition, % at 8.92 µM. 370,000 tested, 0.54% active;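 active = inhibition exceeding the mean over every tested compound plus 3 SD, cut at about 30% in these data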;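 note: 0% = plate median of compound wells and 100% = S159A mutant with DMSO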
Target sequence (Q8VD66 whole entry, looked up, the tested form may be a part): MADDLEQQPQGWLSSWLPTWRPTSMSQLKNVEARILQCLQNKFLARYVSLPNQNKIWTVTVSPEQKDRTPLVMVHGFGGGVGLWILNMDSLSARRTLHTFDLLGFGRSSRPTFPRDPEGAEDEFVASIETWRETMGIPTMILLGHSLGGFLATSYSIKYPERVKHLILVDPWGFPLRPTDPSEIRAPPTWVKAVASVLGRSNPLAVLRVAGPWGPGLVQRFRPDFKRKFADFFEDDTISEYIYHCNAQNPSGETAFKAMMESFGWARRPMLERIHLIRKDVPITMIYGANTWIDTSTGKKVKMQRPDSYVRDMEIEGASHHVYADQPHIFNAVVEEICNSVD
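Assay system: wild-type mouse ABHD4 protein; compound: single nominal dose of 8.92 µM, 0.89% DMSO final; schedule: 45 min + 60 min at 25 °C; measured by: FP readout, ex 525 nm / em 598 nm; evaluation: % inhibition of FP-Rh probe binding versus controls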
rCAG RNA binder: r(CAG) repeat RNA binding; TO-PRO-1 dye displacement fluorescence; inhibition, % at 3 µM; 370,000 tested, 1.3% active; AID 651821;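 active = inhibition above the plate cutoff, the mean of all test compounds on that plate plus 3 SD, cut at about 35% in these data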;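 note: 0% = DMSO alone and 100% = 100 µM mitoxantrone as full dye displacement; higher means more dye released from RNA so lower well fluorescence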
PRMT1 FP inh: PRMT1 (human) inhibition, primary screen | Q99873 | recombinant PRMT1, activity-based probe fluorescence polarization | inhibition, % at 2.79 µM | 370,000 tested, 1.3% active | AID 652257;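 active = inhibition above about 21% made by adding two undisclosed values, limit read from the data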
Target sequence (Q99873 whole entry, looked up): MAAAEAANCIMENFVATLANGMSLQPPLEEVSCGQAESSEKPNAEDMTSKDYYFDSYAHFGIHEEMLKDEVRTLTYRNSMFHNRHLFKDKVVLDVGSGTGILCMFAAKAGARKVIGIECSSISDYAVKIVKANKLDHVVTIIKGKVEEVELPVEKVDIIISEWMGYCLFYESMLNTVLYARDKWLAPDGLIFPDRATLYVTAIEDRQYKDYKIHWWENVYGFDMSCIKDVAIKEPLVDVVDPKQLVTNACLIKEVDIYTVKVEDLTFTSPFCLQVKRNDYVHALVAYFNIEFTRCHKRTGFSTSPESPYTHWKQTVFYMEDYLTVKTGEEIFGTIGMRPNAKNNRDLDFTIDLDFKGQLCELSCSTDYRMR
TDP2 absorb: blocks human TDP2 phosphodiesterase activity | recombinant TDP2, T5PNP hydrolysis, p-nitrophenol absorbance 415 nm | 370,000 tested, 0.34% active | O95551 | inhibition, % at 12.8 µM | AID 720702;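 active = inhibition above the mean of all tested compounds plus 3 SD, set per campaign, cut at about 25% in these data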;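 note: 0% = DMSO with enzyme and 100% = buffer with substrate but no TDP2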
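Assay system: recombinant human TDP2 / Reagent: T5PNP substrate at 5 mM, a TopII-DNA adduct mimic / Measured by: epi absorbance from released p-nitrophenol / Evaluation: % inhibition relative to enzyme-containing and enzyme-free wells / Control set: enzyme-free and DMSO wells / Replicates: each compound tested once, singlicate / Schedule: enzyme reaction with compound for 2 h at 37 °C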
SIAE inh: inhibitors of human sialic acid acetylesterase SIAE | 370,000 tested, 0.69% active | Q9HAT2 | inhibition, % at 9.66 µM | SIAE FP-Rh probe binding, fluorescence polarization;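 active = inhibition above a cutoff: mean of compounds within the control limits plus 3 SD of those, cut at about 17% in these data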;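 note: 0% = plate median of compound wells and 100% = probe without SIAE protein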
GC-B act: GC-B (human) receptor activation | P20594 | activation, % at 10 µM | AID 1920062 | 370,000 tested, 0.11% active | HEK293-GC-B cells, CNP EC30, cGMP TR-FRET; 0% at EC30 CNP, 100% saturating CNP;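 active = activation at 10 µM reaching about 35% in either raw or pattern-adjusted values, limit read from the data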
HTRA1 inhibitor: inhibitors of human serine peptidase HTRA1. AID 504803. inhibition, % at 5.96 µM. Q92743. recombinant HTRA1, FP-rhodamine activity-based probe, fluorescence polarization. 340,000 tested, 0.5% active; in the data active = inhibition above about 36%;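 note: 0% = enzyme with DMSO and 100% = wells lacking enzyme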
* marks the source's active call; other numbers are inactive results; · = no result given.

SMILES	LEDGF integ inh	TCR CD3 inh	MBD2 inh	ABHD4 inh	rCAG RNA binder	PRMT1 FP inh	TDP2 absorb	SIAE inh	GC-B act	HTRA1 inhibitor
CN(C)S(=O)(=O)c1ccc(C(=O)OCc2nnc(-c3ccccc3)o2)cc1	0	11	0	-8	3	-5	-20	-9	-4	3
COc1cc(C)ccc1OCc1cc(C(=O)NCCN2CCCC(O)C2)no1 (centres undefined)	-5	0	-2	9	-1	3	-15	1	3	2
CCOc1ccc(CCN2C(=O)C(=O)N([C@@H](Cc3ccc(O)cc3)CN3CCC[C@H]3CN3C(=O)C(=O)NC[C@@H]3CC(C)C)C[C@@H]2Cc2ccccc2)cc1	1	-3	0	3	6	-3	0	11	8	·
COC(=O)c1ccc(NC(=O)C[n+]2ccccc2)cc1	1	-3	-1	-2	1	-2	5	1	0	-1
CC(C)CN1CCC(=O)N([C@H](CO)c2ccccc2)CC1	0	13	0	6	-3	0	11	2	1	3
COc1ccc(-c2cncnc2-c2ccc(OC)cc2O)cc1	-3	-2	0	-2	-5	4	-7	-1	0	-2
Nc1ccc(-c2nc3ccc(N)cc3[nH]2)cc1	-6	-9	0	15	3	1	7	25*	-20	10
CC1CCC(NC(=S)NCCN(C)C)CC1 (centres undefined)	-10	-3	2	6	-4	5	5	-3	2	-4
Fc1ccc(C2CC(c3ccccc3)Nc3ncnn32)cc1 (centres undefined)	2	-7	4	4	1	-2	-13	4	8	-1
COC(=O)C(CC(C)C)NC(=O)CNC(=O)c1ccccc1C (centres undefined)	-2	3	-7	-2	-4	-1	-3	0	0	-2
CC(=O)Nc1ccc2c(c1)Cc1c-2cc(Cl)c(NC(C)=O)c1Cl	-2	-1	-2	-1	2	2	4	-9	3	4
CC1CCCN(c2ccc(C(=O)Nc3nnc(C4CC4)s3)cc2[N+](=O)[O-])C1 (centres undefined)	3	9	-6	-3	-1	-4	13	6	6	-3
Cc1cccc(NC2SC(=O)N(c3ccccc3)C2=O)c1 (centres undefined)	-2	-4	5	3	-2	0	2	-1	3	3
COc1ccc(C2CC(c3ccccc3)=NN2C(=O)c2ccc(F)cc2)cc1 (centres undefined)	-3	5	1	-5	3	-4	6	-5	-1	-5
CCOc1ccc(NC(=O)CSc2nnnn2CC(=O)O)cc1	-3	-1	2	2	0	2	8	0	1	1
CC1Cc2ccccc2N1C(=O)Cn1cnc2ccccc2c1=O (centres undefined)	-2	-6	1	6	1	-2	7	-2	1	7
CCN1CCn2c3c(c4cc(Cl)ccc42)CCCC31 (centres undefined)	3	-8	-3	-5	0	1	-6	-3	-2	4
CCC(OC(=O)C1=Cc2ccccc2OC1)C(=O)NC1CCCC1 (centres undefined)	2	9	-1	8	-4	0	-6	-2	-1	-7
Cc1nc(N2CCC(C)CC2)c2c(C)c(C(=O)Nc3ccccc3C(F)(F)F)sc2n1	3	4	2	0	-3	-1	7	-5	-6	-30
CCOc1ccc(N2C(=O)c3cccnc3C2Nc2ccc(F)cc2)cc1 (centres undefined)	4	6	-6	2	0	-2	-4	0	3	-5
Clc1nc(Cl)nc(NCCC2=CCCCC2)n1	5	0	-2	1	5	0	17	8	7	3
CC(=O)CN1C(=O)NC(c2ccccc2)(c2ccccc2)C1=O	2	2	-4	0	-1	-9	-2	4	3	1
CC12CCC(O)CC1=CCC1C2CCC2(C)C(c3ccn[nH]3)CCC12 (centres undefined)	5	1	2	4	2	-2	-5	-10	-3	-39
CCn1c(=O)cc(OCC(=O)NCCCN2CCCC2=O)c2ccccc21	-3	-3	8	-7	-2	5	0	-7	4	3
CN1CCN(c2ccc(C(F)(F)F)cc2NC(=O)c2ccco2)CC1	-4	4	2	0	-10	3	5	5	0	-5
CC(=O)NNC(=S)NC(=O)C(c1ccccc1)c1ccccc1	4	13	-1	5	2	0	4	12	-4	9
CC(=O)c1cccc(NC(=O)C(Sc2ncnc3ccccc23)c2ccccc2)c1 (centres undefined)	2	-1	2	-38	7	5	4	-18	4	-61
CC1=C(C(=O)OC(C)C)C(c2ccc(F)cc2)NC(=O)N1 (centres undefined)	-3	-4	6	-3	-3	2	-6	-6	3	0
CSc1ncccc1C(=O)NCC(c1cccs1)N1CCOCC1 (centres undefined)	-1	-6	5	-8	-1	0	11	0	-3	0
CC(C)(C)C(=O)Nc1ccc(C(=O)N/N=C/c2ccccc2OC(=O)c2ccccc2)cc1	-1	4	2	-89	8	1	0	-68	-1	7
Cc1ccc(S(=O)(=O)N2CCC(C(=O)N[C@@H](C)C(=O)NCc3ccco3)CC2)cc1	-6	7	-1	-3	-2	2	-5	-5	1	2
CC(=O)Nc1ccc(S(=O)(=O)Nc2c(C)nn(-c3ccccc3)c2C)cc1	0	0	2	1	-3	-3	0	-2	0	-3
CCOC1(c2ccccc2)CC1C(=O)N/N=C/c1cccc([N+](=O)[O-])c1 (centres undefined)	-3	-9	1	7	-4	1	0	1	4	-6
CC(=O)c1ccc(NC(=O)c2cccc(S(=O)(=O)N3CCN(C)CC3)c2)cc1	5	4	-5	10	3	-4	9	-5	0	-3
CC(C)C[C@H](NC(=O)[C@@H]1Cc2c([nH]c3ccccc23)C2c3ccccc3C(=O)N21)C(=O)NCC1CCCO1 (some centres undefined)	0	2	1	-3	11	1	3	-7	-24	-22
CC(C)c1ccc(/C=C/C(=O)NC2CCCCC2)cc1	3	1	2	2	-7	-5	3	8	-7	-7
Cn1nc(-c2ccccc2F)c2cc(C(=O)N3CCN(C(=O)c4ccco4)CC3)sc21	2	1	-2	-2	-5	1	2	1	3	3
COCCCN=Cc1c(-c2ccccc2)[nH]n(-c2nc3ccccc3s2)c1=O	1	-12	-5	-16	2	1	7	-31	0	-20
CCc1cc(C(=O)NNC(=S)NC(C)c2ccccc2)cs1 (centres undefined)	-4	5	2	1	6	1	-3	10	-4	-6
CC(C)(C)c1ccc(S(=O)(=O)CC(O)CSc2nc3c(cc2C#N)CCCC3)cc1 (centres undefined)	2	10	2	0	5	1	-12	-4	0	-9

One compound at a time, as listed above. Order of values: LEDGF integ inh, TCR CD3 inh, MBD2 inh, ABHD4 inh, rCAG RNA binder, PRMT1 FP inh, TDP2 absorb, SIAE inh, GC-B act, HTRA1 inhibitor
`CCc1cc(C(=O)NNC(=S)NC(C)c2ccccc2)cs1` (centres undefined) is entered as -4, 5, 2, 1, 6, 1, -3, 10, -4, -6
`CCOC1(c2ccccc2)CC1C(=O)N/N=C/c1cccc([N+](=O)[O-])c1` (centres undefined) is entered as -3, -9, 1, 7, -4, 1, 0, 1, 4, -6

The results go on:
SMILES	LEDGF integ inh	TCR CD3 inh	MBD2 inh	ABHD4 inh	rCAG RNA binder	PRMT1 FP inh	TDP2 absorb	SIAE inh	GC-B act	HTRA1 inhibitor
CCOc1ccc(NC(=O)CN(C)C(=O)c2ccc(COc3ccccc3)o2)cc1OCC	4	2	3	0	-4	-3	-5	2	1	-2
COc1cccc(NC(=O)N2CCCCCC2)c1	1	-10	1	-3	-3	0	0	-4	3	0
O=C1CCCc2oc3c(c21)CCCC3	-6	-8	12	-8	-5	5	-8	-4	2	4
Clc1cccc(COn2c(-c3ccc(Cl)cc3Cl)nc3ncccc32)c1	-1	-1	-9	-25	-3	-3	-21	-7	-13	-32
CC1(C)N=C(N)N=C(N)N1c1ccc(Oc2ccc(Cl)cc2)c(Cl)c1	-6	-7	3	1	8	1	-7	1	5	-15

Gathered by group, those above with fluorine
SMILES	LEDGF integ inh	TCR CD3 inh	MBD2 inh	ABHD4 inh	rCAG RNA binder	PRMT1 FP inh	TDP2 absorb	SIAE inh	GC-B act	HTRA1 inhibitor
Fc1ccc(C2CC(c3ccccc3)Nc3ncnn32)cc1 (centres undefined)	2	-7	4	4	1	-2	-13	4	8	-1
COc1ccc(C2CC(c3ccccc3)=NN2C(=O)c2ccc(F)cc2)cc1 (centres undefined)	-3	5	1	-5	3	-4	6	-5	-1	-5
Cc1nc(N2CCC(C)CC2)c2c(C)c(C(=O)Nc3ccccc3C(F)(F)F)sc2n1	3	4	2	0	-3	-1	7	-5	-6	-30
CCOc1ccc(N2C(=O)c3cccnc3C2Nc2ccc(F)cc2)cc1 (centres undefined)	4	6	-6	2	0	-2	-4	0	3	-5
CN1CCN(c2ccc(C(F)(F)F)cc2NC(=O)c2ccco2)CC1	-4	4	2	0	-10	3	5	5	0	-5
CC1=C(C(=O)OC(C)C)C(c2ccc(F)cc2)NC(=O)N1 (centres undefined)	-3	-4	6	-3	-3	2	-6	-6	3	0
Cn1nc(-c2ccccc2F)c2cc(C(=O)N3CCN(C(=O)c4ccco4)CC3)sc21	2	1	-2	-2	-5	1	2	1	3	3

The list is partial (hit frequency here may not be typical).
